MEX-5 binding: MEX-5 zinc finger RNA-binding disruptors – biochemical, C. elegans, fluorescence polarization, MLPCN library, primary screen; activity score (negative = inhibition of binding), % at 10 µM; MEX-5/FITC-TCR2 RNA binding; hits give low values; Zinc finger protein mex-5 (Caenorhabditis elegans), Q9XUB2; actives 0.38% (n = 300,000); AID 1832, 2009;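 active = inhibition past about -25% in most replicates, and total fluorescence under double the plate's negative control median, limit read from the data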;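 note: 0% = DMSO and -100% = 5 µM competing unlabeled TCR2 RNA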
Yeast superoxide: reduction of superoxide in aged yeast, primary screen, HTS; superoxide response (% of plate mean), % at 10 µM; AID 2690, 2010; actives 0.18% (n = 330,000); S. cerevisiae aged cells, superoxide DHE fluorescence; hits give low values;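 active = superoxide response under a set limit, about three screen SD below normal, cut at about 65% in these data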;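 note: yeast aged for seven days with compound at 30 °C before DHE staining; 100% = average MFI of all compound-treated wells on the plate with controls excluded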
GRK2 aptamer HTS: compounds blocking aptamer binding on GRK2 – biochemical, human GRK2, bead flow cytometry, HTS, primary screen | Beta-adrenergic receptor kinase 1 (Homo sapiens), P25098 | FAM-aptamer displacement from GRK2 | inhibition of aptamer binding, % at 10 µM | actives 0.59% (n = 330,000) | AID 488847, 2010;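 active = inhibition of aptamer binding above 40%, roughly 3 SD of noise, on plates passing a quality check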;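 note: median bead fluorescence of bound FAM aptamer so fluorescent compounds give negative values; no value below 0 was filed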
AGP1 TOR yeast: modulators of AGP1-GFP expression in yeast TOR pathway, primary screen, cell-based, multiplex flow cytometry, S. cerevisiae, MLPCN library. 3 h; GFP as percent of DMSO wells. GFP response vs DMSO, % at 10 µM. actives 0.02% (n = 320,000). AID 2066, 2009;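 active = GFP response relative to DMSO above a set limit, near screen average plus 3 SD, cut at about 150% in these data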;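 note: median GFP channel fluorescence of the gated AGP1 strain per well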
VLA-4 inh: inhibition in human VLA-4 binding assay, primary screen, VLA-4 allosteric modulator project, MLPCN library, flow cytometry, VLA-4 expressing cells | Integrin alpha-4 (Homo sapiens), P13612 | ligand binding flow cytometry | inhibition, % (about 7 µM as worked out from the volumes in the protocol) | actives 0.2% (n = 330,000); in the data active = inhibition above about 50%
GLD-1 RNA inh: GLD-1/TGE RNA complex disruptors, primary screen, biochemical, fluorescence polarization; Female germline-specific tumor suppressor gld-1 (Caenorhabditis elegans), Q17339; purified GLD-1 + fluorescein TGE RNA; actives 0.44% (n = 320,000); inhibition, % at 5.96 µM;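 active = percent inhibition above a per-plate cutoff, the plate mean of test compounds plus 3 SD, cut at about 30% in these data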;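 note: 0% = DMSO wells with GLD-1 and probe and 100% = wells lacking GLD-1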
Target sequence (Q17339 whole entry, looked up): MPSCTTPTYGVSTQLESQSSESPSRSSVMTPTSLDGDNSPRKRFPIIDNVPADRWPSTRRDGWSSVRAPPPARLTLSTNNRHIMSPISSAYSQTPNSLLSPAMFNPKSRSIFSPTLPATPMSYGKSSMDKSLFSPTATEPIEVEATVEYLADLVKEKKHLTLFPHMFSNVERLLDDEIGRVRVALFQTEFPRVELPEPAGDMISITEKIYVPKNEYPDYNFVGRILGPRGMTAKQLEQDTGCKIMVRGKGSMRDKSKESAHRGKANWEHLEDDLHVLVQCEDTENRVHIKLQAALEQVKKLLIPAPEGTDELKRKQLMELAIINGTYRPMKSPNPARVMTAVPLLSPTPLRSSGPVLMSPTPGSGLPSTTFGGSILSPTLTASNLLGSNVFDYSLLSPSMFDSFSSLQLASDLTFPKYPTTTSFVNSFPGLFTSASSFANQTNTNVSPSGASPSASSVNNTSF
CIT2 TOR yeast: modulators of CIT2-GFP expression in yeast, primary screen, S. cerevisiae, GFP fusion, multiplex flow cytometry, MLPCN library | S. cerevisiae CIT2-GFP strain, 3 h; 100 means same as DMSO wells | GFP response vs DMSO, % at 10 µM | actives 0.065% (n = 320,000) | AID 2029, 2009;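 active = GFP response relative to DMSO above a set limit, near the screen mean plus 3 SD, cut at about 150% in these data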;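 note: ratio of well median GFP fluorescence to mean of DMSO wells on the plate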
BCLXL inh: inhibitors of human Bcl-xL, primary screen, biochemical, fluorescence polarization, HTS | Bcl-2-like protein 1 (Homo sapiens), Q07817 | GST-Bcl-xL / FITC-Bim BH3 peptide fluorescence polarization | inhibition, % at 10.9 µM | actives 0.7% (n = 320,000) | AID 2129, 2009;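 active = inhibition above the mean of all tested compounds plus 3 SD, cutoff set per campaign, cut at about 30% in these data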;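 note: 0% = DMSO wells and 100% = unlabeled Bim-BH3 peptide competitor; inhibitors lower millipolarization by displacing the labeled peptide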
MCL1 BIM primary: inhibitors of MCL1 binding to BIM-BH3, primary screen, biochemical, fluorescence polarization; Induced myeloid leukemia cell differentiation protein Mcl-1 (Homo sapiens), Q07820; GST-MCL1 / FITC-Bim-BH3 fluorescence polarization; inhibition, % at 10.9 µM; actives 0.68% (n = 320,000); AID 2057, 2009;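 active = inhibition above the mean inhibition of all tested compounds plus 3 SD, set per campaign, cut at about 40% in these data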;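 note: 0% = DMSO wells and 100% = unlabeled Bim-BH3 peptide control; higher means more loss of mP so more displacement of Bim peptide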
Target sequence (Q07820 whole entry, looked up): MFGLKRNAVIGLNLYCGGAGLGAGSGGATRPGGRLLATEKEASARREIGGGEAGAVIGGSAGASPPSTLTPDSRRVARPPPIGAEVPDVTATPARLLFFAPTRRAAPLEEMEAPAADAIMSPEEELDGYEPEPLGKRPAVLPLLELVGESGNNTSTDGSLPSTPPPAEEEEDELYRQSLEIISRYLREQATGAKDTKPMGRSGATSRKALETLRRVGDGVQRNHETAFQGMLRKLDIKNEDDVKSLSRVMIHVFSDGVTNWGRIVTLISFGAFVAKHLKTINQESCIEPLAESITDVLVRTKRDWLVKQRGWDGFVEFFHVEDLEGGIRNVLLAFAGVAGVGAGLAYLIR
An asterisk follows results filed as active; nt = not tested or not shown.

SMILES	MEX-5 binding	Yeast superoxide	GRK2 aptamer HTS	AGP1 TOR yeast	VLA-4 inh	GLD-1 RNA inh	CIT2 TOR yeast	BCLXL inh	MCL1 BIM primary
O=C(CCC1COc2ccccc2O1)NCC1COc2ccccc2O1 (stereo not given)	1.0	114	1	104	10	8	109	7	-2
O=C(NC1=NN(c2ccccc2)CC1)Nc1ccccc1F	-5.6	96	0	109	-4	0	108	-2	1
O=C(NC1(C(F)(F)F)NC(=O)N(CCc2ccccc2)C1=O)C1CC1 (stereo not given)	0.1	108	0	111	5	0	120	5	5
c1cncc(CNc2nc(-c3cccnc3)nc3ccccc23)c1	0.2	109	4	106	2	-2	107	4	-10
CC(C(=O)NCC1CCCCC1)N(C)Cc1cccc(Cl)c1 (stereo not given)	-4.8	94	0	96	-4	5	99	2	9
CSc1ccc(S(=O)(=O)NCCSC(C)(C)C)cc1	-0.4	104	0	92	-13	4	104	-1	-1
C=CCOn1c(=O)c(-c2cc3ccccc3o2)[n+]([O-])c2ccccc21	-27*	101	3	94	7	7	94	45*	39
C[C@@H](NC(=O)[C@@H]1Cc2ccccc2CN1)C(=O)NCc1ccco1	-2.5	128	0	99	6	5	103	6	4
CN(C)/C(=N\S(=O)(=O)c1ccc(Cl)cc1)c1ccc(F)cc1	1.9	99	1	105	-1	3	104	-1	-1
Cc1cccc(Nc2cc(=O)[nH]c(=O)[nH]2)c1C	2.5	113	0	103	23	0	104	2	1
CC(=O)Cc1nnn(-c2cc(C)on2)n1	1.7	92	0	97	9	0	102	-4	-2
Nc1c(NCCC2=CCCCC2)c(=O)[nH]c(=O)n1Cc1ccccc1	-50*	104	1	88	1	48*	85	42*	41*
CC(C)(C)c1nc2scc(-c3cccs3)c2c(=O)o1	0.1	96	1	nt	-30	2	106	7	6
COc1ccccc1OCC(=O)N1CCN(C(=O)c2ccco2)CC1	-1.7	107	0	100	-3	-5	99	-2	-7
Cc1ccccc1C(=O)NNC1=NCCC1	2.0	95	1	96	9	9	99	5	4
Cc1ccc(C(=O)N/C(=C\c2ccccc2F)c2nc(=S)[nH][nH]2)cc1	-6.1	98	1	99	-4	5	104	4	6
Nc1ccc(N=Nc2ccccc2)c2cccnc12	-1.0	115	0	61	-6	4	75	1	-6
CC1(C)CC(=O)C2=C(C1)Nc1ccccc1NC2c1ccccc1F (stereo not given)	0.1	93	2	101	-9	7	100	8	9
S=C(NCc1ccc2c(c1)OCO2)NC1CC1	1.3	105	0	95	-7	3	96	10	8
O=C(CN1C(=O)C2C3C=CC(C3)C2C1=O)NCCc1ccccc1 (stereo not given)	-2.2	109	3	104	18	2	93	-1	-1
Cc1ccc(S(=O)(=O)Nc2ccccc2C(=O)Nc2ccc(S(=O)(=O)Nc3nccc(C)n3)cc2)cc1	0.8	101	4	107	33	3	104	8	7
COc1ccc(N2CCN(C(=O)CNC(=O)Cc3ccc(Cl)cc3)CC2)cc1	3.1	97	9	96	11	2	nt	6	5
Cc1ccc(S(=O)(=O)N2CCC(C(=O)Nc3ccccc3N3CCCCC3)CC2)cc1	3.4	121	0	83	-4	8	93	4	9
CCC(C)(C)NC(=O)CC(c1ccc(OC)cc1)n1cccc1 (stereo not given)	0.7	89	0	100	-2	0	99	4	-9
COc1ccc(NC(=O)CCNC(=O)Cn2cnc3sc4c(c3c2=O)CCCC4)c(OC)c1	-0.9	104	0	92	0	0	102	1	-3
CCCC/C=C/C(NC(=O)CCc1ccccc1)c1ccccc1 (stereo not given)	1.7	91	2	81	12	0	82	1	7
CCOC(=O)N1CCN(C(=O)CSc2nnc(-c3ccc(C(C)(C)C)cc3)o2)CC1	0.2	99	1	106	-5	-3	102	-1	-2
Cc1c(Cl)cccc1N1C(=O)CC(NNC(=O)c2cccnc2)C1=O (stereo not given)	-0.4	127	3	100	-24	10	97	11	11
COC(=O)c1ccc(CSc2nc3sc(C(=O)O)c(C)c3c(=O)[nH]2)cc1	-2.0	103	2	105	1	1	100	5	0
O=C(NC(=S)Nc1ccc2[nH]ncc2c1)c1ccccc1	2.7	101	0	91	10	-4	92	3	9
Cc1ccc(C(NC(=O)N2CCOCC2)C(Cl)Cl)cc1F (stereo not given)	-1.1	97	5	106	3	-10	106	1	1
CCCc1nc2nc(C)c(NS(=O)(=O)c3ccc(C(C)(C)C)cc3)c(=O)n2[nH]1	0.8	107	1	98	-2	6	101	-1	-3
COc1ccc(Cl)cc1NC(=O)NCCN1CCCCC1	nt	129	0	95	-5	5	102	1	-5
CCCCOC(=O)n1c(=O)oc2ccc(S(=O)(=O)N3CCCCC3)cc21	-2.4	103	0	104	0	-3	102	9	5
COc1ccc(/C=C/C(=O)OCC(=O)c2c[nH]c3ccccc23)cc1	nt	93	0	111	6	3	102	-10	-26
COc1ccc(-c2noc(CCC(=O)N3CCN(c4cc(C)ccc4C)CC3)n2)cc1	0.2	96	3	100	0	8	104	0	0
O=C(NC(=S)Nc1cccc(NC(=O)c2ccccc2)c1)c1cccc([N+](=O)[O-])c1	1.2	100	0	97	17	2	95	8	8
COc1ccc(N2CCN(c3ncnc4c3cnn4-c3ccc(C)cc3C)CC2)cc1	-6.8	115	1	103	13	-2	101	5	11
O=C(NCc1ccccc1Cl)C(=O)NCC1CCCN1S(=O)(=O)c1cccs1 (stereo not given)	-3.4	86	0	106	-10	2	92	2	2
c1ccc(-c2cc(-c3ccccc3)[nH]n2)cc1	-0.8	102	2	97	10	8	95	0	-3
CCCc1cc(=O)[nH]c(SCC(=O)Nc2nc3ccc(OCC)cc3s2)n1	-1.0	83	0	95	51*	4	96	5	11
CNS(=O)(=O)c1cc(NC(=O)c2cnc(SC)n2-c2ccccc2)ccc1C	1.5	118	0	96	-4	-4	95	-10	-5
C[n+]1ccn(CC(=O)c2cc(C(C)(C)C)c(O)c(C(C)(C)C)c2)c1	-1.9	104	0	100	1	1	103	0	7
O=C(NCCCN1CCCCC1)C1(S(=O)(=O)c2ccc(Cl)cc2)CC1	-0.1	103	0	97	9	6	99	-3	-5
CCCn1c(N)c(N(CCOC)C(=O)/C=C/c2cccc(Cl)c2)c(=O)[nH]c1=O	1.3	76	2	101	5	6	102	2	6
Cc1cc(C)n(-c2ccc(C(=O)Nc3nnc(C)s3)cc2)n1	-0.6	99	1	101	-3	1	99	1	-2
CCCCCn1c(=N)c(S(=O)(=O)c2ccc(Br)cc2)cc2c(=O)n3cccc(C)c3nc21	-0.3	122	5	17	-7	-7	77	2	1
Cn1c(-c2ccc3c(c2)OCO3)cc(=O)c2ccccc21	2.0	121	2	98	37	4	96	5	5
Cc1cc(OCC(=O)NCc2ccccn2)c2c(C)c(C)c(=O)oc2c1	-1.1	95	0	92	4	4	86	0	5
COCCNC(=O)C1CC(=O)N(C2CCCCC2)C1 (stereo not given)	4.7	104	0	103	-6	-4	111	3	-5
CCn1ncc(C2=NOC(C(=O)Nc3cccc(O)c3)C2)c1C (stereo not given)	2.5	79	2	103	38	7	101	0	3
Cc1ccc(NC(=O)CCC(=O)N/N=C/c2coc3ccccc3c2=O)cc1	-2.8	86	4	92	8	7	106	3	-1
CCCC(CCC)C(=O)Nc1cccc(C(=O)O)c1	-1.5	114	2	97	7	-5	93	1	3
Cc1ccc(Cl)cc1NC(=O)CSc1nncn1-c1ccccn1	0.0	97	1	101	3	2	101	8	7
COc1ccc(C(CNC(=O)c2ccc(Cl)c(NC(=O)c3cccs3)c2)N2CCCC2)cc1 (stereo not given)	-0.9	95	0	84	-2	-2	79	-1	4
COc1ccccc1N(CC(=O)Nc1ccccc1C)S(C)(=O)=O	1.5	109	0	105	9	2	104	7	7
O=C(Nc1nnc(S(=O)(=O)N2CCCCCC2)s1)c1ccccc1	-3.5	92	4	103	37	2	102	0	2
CCCC(=O)Nc1ccc(Nc2ccccc2)cc1	2.2	91	2	87	8	8	89	2	7
O=C(Nc1ccc(OC(F)(F)F)cc1)C1CCCN(C(=O)c2ccc(Cl)cc2)C1 (stereo not given)	nt	79	0	102	9	6	96	1	-1
CN1C(=O)c2ccccc2C(C(=O)O)C1c1cccc(F)c1 (stereo not given)	-0.7	111	0	110	4	-1	93	3	2
Fc1ccccc1N1CCN(CC2CC3C=CC2C3)CC1 (stereo not given)	0.3	92	0	100	46	-1	95	1	-1

From PubChem
